Bioassay records: PubChem, several laboratories
JMJD2C inh = inhibitors of GASC-1 histone demethylase, primary screen, biochemical, fluorescence, DELFIA europium. Lysine-specific demethylase 4C (Homo sapiens), Q9H3R0. GST-JMJD2C(1-420) H3K9me3 demethylation. inhibition, % at 2.35 µM. hit rate 0.069% among 330,000. AID 2099, 2009;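 active means more than half of a compound's replicate wells show inhibition beyond 50%, single wells judged on their own value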;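 further: signal counts dimethyl H3K9 product captured on neutravidin plate; 0% = median of DMSO wells and 100% = 0.3 times that DMSO median; strong numbers were not always called active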
VLA-4 inh = inhibition in human VLA-4 binding assay, primary screen, VLA-4 allosteric modulator project, MLPCN library, flow cytometry, VLA-4 expressing cells. AID 2557, 2010. hit rate 0.2% among 330,000. inhibition, % (about 7 µM as worked out from the volumes in the protocol). ligand binding flow cytometry. Integrin alpha-4 (Homo sapiens), P13612; in the data active means inhibition above about 50%
GRK2 aptamer HTS = compounds blocking aptamer binding on GRK2 – biochemical, human GRK2, bead flow cytometry, HTS, primary screen; Beta-adrenergic receptor kinase 1 (Homo sapiens), P25098; FAM-aptamer displacement from GRK2; inhibition of aptamer binding, % at 10 µM; hit rate 0.59% among 330,000; AID 488847, 2010;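 active means inhibition of aptamer binding above 40%, roughly 3 SD of noise, on plates passing a quality check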;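 further: median bead fluorescence of bound FAM aptamer so fluorescent compounds give negative values; no value below 0 was filed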
Target sequence (P25098 whole entry, looked up): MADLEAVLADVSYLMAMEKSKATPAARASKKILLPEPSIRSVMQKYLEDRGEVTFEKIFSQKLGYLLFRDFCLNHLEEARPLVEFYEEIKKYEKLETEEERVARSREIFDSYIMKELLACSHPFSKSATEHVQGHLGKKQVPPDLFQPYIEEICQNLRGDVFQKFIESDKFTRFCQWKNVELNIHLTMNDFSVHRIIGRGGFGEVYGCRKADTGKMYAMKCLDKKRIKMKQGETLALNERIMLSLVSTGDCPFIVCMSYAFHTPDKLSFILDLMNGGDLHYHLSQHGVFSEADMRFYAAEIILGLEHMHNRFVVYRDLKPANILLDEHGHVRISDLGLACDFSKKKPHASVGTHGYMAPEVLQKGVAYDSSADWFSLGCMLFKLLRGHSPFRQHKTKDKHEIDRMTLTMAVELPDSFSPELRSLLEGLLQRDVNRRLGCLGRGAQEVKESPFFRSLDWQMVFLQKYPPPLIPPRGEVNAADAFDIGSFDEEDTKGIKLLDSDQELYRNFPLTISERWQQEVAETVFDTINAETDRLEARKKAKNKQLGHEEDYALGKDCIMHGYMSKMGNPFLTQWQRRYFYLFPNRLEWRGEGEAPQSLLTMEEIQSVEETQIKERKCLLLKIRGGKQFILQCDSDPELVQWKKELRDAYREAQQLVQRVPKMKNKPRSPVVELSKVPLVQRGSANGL
An asterisk follows results filed as active. Not all compounds are listed. The share of hits here may be higher or lower than overall.

Results follow in this order: JMJD2C inh, VLA-4 inh, GRK2 aptamer HTS
- CCCCCOc1ccc(C(O)C(CN2CCOCC2)c2ccccc2)cc1 (centres undefined)
  4, 2, 0
- COc1ccc(OCCn2cnc3ccccc32)cc1
  23, 6, 0
- CN(C)CCCNc1nc(N)c([N+](=O)[O-])c(NCc2ccccc2)n1
  1, 26, 0
- Cc1c(CC(=O)O)c(=O)oc2c(C)c3occ(-c4ccc(F)cc4)c3cc12
  4, 6, 0
- COc1ccccc1/C=N\NC(=O)c1c(C)nc2ccc(Cl)cn12
  8, -6, 0
- CC1(C)Cc2c(cnn2-c2ccccc2)C(NC(=O)CCCn2cncn2)C1 (centres undefined)
  4, -3, 0
- CC(C)NC(=O)c1[nH]nc2c1CCc1ccccc1-2
  -1, 14, 0
- CCc1ccc(CN(C)C(C)C(=O)NCc2ccccc2)cc1 (centres undefined)
  -2, 1, 2
- CC(C)(C)c1nnc(NS(=O)(=O)c2ccc([N+](=O)[O-])cc2)s1
  -1, 1, 3
- CCN(CC)CCCNC(=O)c1nn2c(C(F)(F)F)cc(-c3ccccc3)nc2c1Cl
  1, 6, 0
- COc1ccc2ccccc2c1/C=N\NC(=O)c1ccc(C)s1
  0, -9, 1
- CC(C)(C)c1ccc(S(=O)(=O)Nc2ccc(C(=O)N3CCCC3)cc2)cc1
  0, -14, 1
- CC(C)Oc1cccc(C(=O)N/N=C/c2coc3ccccc3c2=O)c1
  -1, 10, 8
- CCc1c(C(=O)Nc2cc(C(=O)OC)ccc2C)csc1C
  -6, 12, 1
- CS(=O)(=O)Nc1ccc(C(=O)Nc2ccc(S(=O)(=O)N3CCCCC3)cc2)cc1
  -6, 6, 1
- CCC(=O)NCCc1nc2cc(NC(=O)c3cccc([N+](=O)[O-])c3)ccc2n1C
  13, 2, 1
- Cc1ccc(NC(=O)CCCc2ccccc2)c([N+](=O)[O-])c1
  -6, 0, 0
- CC(=O)OC1CC2(C)/C(=N\O)CCC2C2CCc3cc(O)ccc3C12 (centres undefined)
  3, 4, 0
- O=C(Nc1ccc(Cl)cc1)C1CCCC1
  -12, 1, 2
- CCc1ccc(C(=O)N/N=C/c2ccncc2)s1
  -6, 6, 0
- CCOCCCNC(c1ccccc1)c1ccncc1 (centres undefined)
  -34, 3, 0
- Cc1ccc(NC(=O)NC2CCCCCCC2)c(C)c1
  2, 6, 0
- O=C(CC(=O)c1ccccc1)Nc1ccccn1
  20, -3, 0
- O=C(C1CCCN(Cc2cccc(Cl)c2)C1)N1CCCCC1 (centres undefined)
  1, 9, 0
- Cc1ccc(C(=O)CCC(=O)Nc2ccccc2F)cc1
  8, -1, 2
- O=S(=O)(CCN1CCOCC1)c1ccccc1
  3, 6, 1
- Cc1ccnc(SC2CC(=O)N(c3ccc(Cl)cc3)C2=O)n1 (centres undefined)
  -7, -4, 0
- Cc1ccc(S(=O)(=O)NCC2(c3ccccc3)CCN(C)CC2)cc1
  12, 1, 0
- O=C(O)CN1C(=O)CSC1=S
  6, -90, 0
- CCOc1ccc2nc(N(Cc3ccccc3)C(=O)CCNC(C)=O)sc2c1
  -15, 30, 4
- COc1ccc(-c2ncncc2-c2ccc(OC)c(OC)c2)c(O)c1
  -5, 9, 3
- Cc1ccc(NC(=O)CN(CCc2ccccc2)S(C)(=O)=O)cc1
  63, -8, 0
- CCCNC(=O)c1c(O)c2cccc3c2n(c1=O)CCC3
  4, -9, 0
- Cc1cc(O)ccc1Nc1nc(-c2cccnc2)cs1
  8, -3, 5
- COc1ccc(O)c(CN2CCCC(N3CCc4ccccc4C3)C2)c1 (centres undefined)
  10, 1, 2
- CCC1CN(C(=O)NCc2cccc(OC)c2)c2ccccc2O1 (centres undefined)
  5, 5, 0
- Cc1cc(S(=O)(=O)N2CCN(c3ccccn3)CC2)ccc1F
  3, 3, 1
- CSc1ccc(/C=C(\NC(=O)c2ccco2)C(=O)N2CCCCC2)cc1
  0, 8, 2
- CCCCn1cnc2c(oc3ccccc32)c1=O
  -6, -9, 0
- CCCc1cc(=O)[nH]c(N2CCN(Cc3ccc4c(c3)OCO4)CC2)n1
  -3, 1, 1

The final 2 entries of the part before lead into the next.
Results follow in this order: JMJD2C inh, VLA-4 inh, GRK2 aptamer HTS
- CCCCn1cnc2c(oc3ccccc32)c1=O
  -6, -9, 0
- CCCc1cc(=O)[nH]c(N2CCN(Cc3ccc4c(c3)OCO4)CC2)n1
  -3, 1, 1
- CC(=O)Nc1cc(-c2nc3ccccc3o2)ccc1Cl
  -2, -7, 0
- Nc1ccc2nc(CCCCc3nc4ccccc4[nH]3)[nH]c2c1
  1, -4, 0
- O=C(O)c1cc(N/N=C/c2ccc(-c3ccccc3)cc2)ccc1Cl
  -6, -2, 43*
- O=C(Nc1ccccc1Cl)Nn1cnnc1
  -6, -4, 3
- CN(CCO)c1ccc(-c2n[nH]c(=O)c3ccccc23)cc1[N+](=O)[O-]
  2, 4, 0
- O=C(N/N=C/c1ccnc2ccccc12)c1ccccc1O
  -4, 3, 1
- O=C(c1cc(Cl)ccc1Cl)N1CCN(Cc2ccccc2)CC1
  -7, 7, 0
- COc1cc2cc(C(=O)NCCc3ccccc3)[nH]c2cc1OC
  1, -1, 0
- Cc1cccc(C(=O)N2CCCC(c3nc(-c4ccc(F)cc4)no3)C2)c1 (centres undefined)
  1, 9, 2
- COc1ccc(NC(=O)CN2C(=O)S/C(=C/c3cccn3-c3ccc(C(=O)O)cc3)C2=O)cc1
  6, -2, 49*
- Cc1oc2c(Cl)c(Cl)c(O)c(CN(C)C)c2c1C(=O)c1ccc(Cl)cc1
  -3, 23, 2
- O=C(O)CCc1ccc(-c2ccc(Br)cc2)n1-c1ccc(O)cc1
  4, 15, 1
- CC(=O)NCCc1nc2cc(NC(=O)c3cccc([N+](=O)[O-])c3)ccc2n1C
  -1, 6, 0
- CCCC(=O)Nc1nnc(S(=O)(=O)N(CC)c2ccc(OC)cc2)s1
  0, 8, 2
- CCN(CC(=O)N1CCCC1)S(=O)(=O)c1ccc(F)cc1
  -46, -4, 0
- CCOc1ccc(CCNC(=O)COC(=O)c2cc(S(=O)(=O)N3CCOCC3)ccc2F)cc1OCC
  14, -3, 1
- CC(C)C(=O)Nc1ccc(NC(=O)c2cccc3c(Br)cccc23)cc1
  6, 30, 1
- COc1cc(C(=O)N=c2sccn2C)c([N+](=O)[O-])cc1OC
  10, -16, 2
- CC1CCN(C(=O)CN(Cc2ccc(F)cc2)S(C)(=O)=O)CC1
  19, 8, 0
- COc1ccc(-c2c(C)nc(N)nc2-c2ccc(OC)cc2O)cc1
  1, 18, 1

Random excerpt: 2 entries already listed
Results follow in this order: JMJD2C inh, VLA-4 inh, GRK2 aptamer HTS
- O=C(O)CCc1ccc(-c2ccc(Br)cc2)n1-c1ccc(O)cc1
  4, 15, 1
- CC(C)C(=O)Nc1ccc(NC(=O)c2cccc3c(Br)cccc23)cc1
  6, 30, 1

(listing goes on)
Results follow in this order: JMJD2C inh, VLA-4 inh, GRK2 aptamer HTS
- CCN(CCN1CCCC1)C(=O)c1cc(COc2ccccc2SC)on1
  9, -3, 0
- Cc1c(O)ccc2c(=O)c(Oc3ccccc3)coc12
  -1, 3, 0
- COc1cccc(/C=N/NC(=O)c2cccc3ccccc23)c1
  0, 5, 0
- CCN(CC)CCCNC(=O)c1cc2c(=O)[nH]c3ccc(C)cc3c2s1
  -2, 24, 0
- Cc1coc2cc3oc(=O)c(CCC(=O)NCC(=O)O)c(C)c3cc12
  -2, 8, 0
- CCN(c1cc(C)cc(C)c1)S(=O)(=O)c1nnc(NC(=O)C(C)C)s1
  3, 9, 0
- C=CCOc1nc2sc(C)c(C)c2c(=O)n1-c1ccccc1
  8, 7, 1
- Cc1cc(C)nc(NS(=O)(=O)c2ccc(NC(=O)c3ccc(O)cc3O)cc2)n1
  -1, 0, 1
- C/C(=N\NC(=O)c1ccncc1)c1cccnc1
  -1, -12, 3
- COc1cccc(N2C(=O)c3cccnc3C2O)c1 (centres undefined)
  1, 20, 2
- COc1ccc(OC)c(S(=O)(=O)N/N=C(/C)c2c[nH]c3ccccc23)c1
  1, -27, 0
- CCCCNC(=O)CCc1c(C)nc2c(c(C)nn2-c2ccccc2)c1C
  0, 3, 0
- CCC(NC(=S)NC1CCCCC1)c1ccc(C(C)C)cc1 (centres undefined)
  -1, -3, 2
- CN(CCC(=O)c1ccccc1)CCC(=O)c1ccccc1
  2, 6, 0
- CCOc1ccc(NC(=O)CN(C)C(=O)c2ccncc2)cc1OCC
  -2, 21, 0
- COCc1ccc(CN2CCC(Oc3ccc(C(=O)NCc4ccccn4)cc3)CC2)o1
  -3, -2, 0
- COc1cccc2c1O/C(=N\O)C(C(=O)Nc1cccc(Br)c1)C2 (centres undefined)
  6, -11, 0
- c1ccc(-c2ccc(CNC3CC3)cc2)cc1
  8, -4, 0
- CCOc1ccc(Br)cc1S(=O)(=O)NC1CC(C)(C)NC(C)(C)C1
  15, 5, 0
- Cn1cnc([N+](=O)[O-])c1Sc1nnc(-c2cccnc2)n1C
  -9, 7, 3
- CCC/C(=N\NC(=O)c1ccco1)c1ccc(Cl)s1
  7, 5, 0
- COC(CNC(=O)CCc1c(C)nc2c(c(C)nn2-c2ccc(C)cc2)c1C)OC
  -4, 1, 1
- Cc1nc(C)n(C(C)CNC(=O)c2ccccc2)n1 (centres undefined)
  -8, 8, 0
- CN(C)CCNC(=O)c1ccccc1-c1cc2ccccc2c(=O)o1
  2, 23, 0
- O=C(O)c1ccccc1NCc1ccsc1
  1, -8, 3
- Cc1cc(C)cc(NC(=O)C2CC3CCC2C3)c1 (centres undefined)
  -7, -1, 1
- COc1ccc(/C=C/C(=O)O)cc1S(=O)(=O)N1CCc2ccccc21
  0, -1, 8
- O=C(O)c1cccc(S(=O)(=O)N2CCN(c3ccccn3)CC2)c1
  20, 4, 0
- C=CCn1c(NCc2ccco2)nc2ccccc21
  -5, -3, 1
- Cc1ccc(C(=O)Nc2ccc3c(c2)OCCO3)cc1
  8, 0, 0
- Nc1nc(-c2ccc(Oc3ccccc3)cc2)c(CC(=O)O)s1
  0, -4, 0
- CN(CC(=O)Nc1ccc(Cl)c(Cl)c1)C1CCCCC1
  -3, 0, 1
- Cn1c(=O)cc(N)n(-c2ccccc2)c1=O
  6, 9, 1
- O=C1CCC(NC(=O)c2ccccc2)C(=O)N1 (centres undefined)
  0, 11, 4
- CN(C)c1nc(-c2cccnc2)nc(-c2ccccc2)c1C#N
  1, -4, 0
- Cc1ccc(NS(=O)(=O)N2CCOCC2)cc1
  -3, 9, 0
- NNC(=O)CSc1c(-c2ccccc2)c2cc(Cl)ccc2[nH]c1=O
  -11, 5, 0
- COc1ccc(-c2csc(Nc3cccc(C)n3)n2)cc1C
  -9, -13, 1
- S=C(NCc1cccc(Cl)c1)NCc1ccco1
  -1, 0, 1
- CCOc1cc(/C=C2\SC(N3CCCC(C)C3)=NC2=O)ccc1O (centres undefined)
  3, 2, 1
- COc1ccccc1C(=O)Nc1ccc2[nH]ncc2c1
  -18, 11, 1
- COc1cc(/C=N\NC(=O)c2ccc(-c3ccccc3)cc2)cc(OC)c1OC(C)=O
  -15, 3, 4
- N#Cc1c(C(F)(F)F)cc(=O)n2c1[nH]c1ccccc12
  0, -3, 2
- CC(C)CCN1C(=O)c2ccc(C(=O)Nc3ccccc3C(=O)O)cc2C1=O
  2, 5, 0
- COC(=O)c1sccc1NC(=O)Nc1ccccc1Cl
  2, 13, 0
- CC(C)(C)C(=O)/C=C/c1ccc(Oc2ccccc2)cc1
  3, 8, 1
- CSCCC(=O)N1CCC(n2nccc2NC(=O)CCc2ccccc2)CC1
  -5, 2, 0
- COc1cc(/C=C2\C(=N)N3N=CSC3=NC2=O)ccc1OS(=O)(=O)c1ccccc1
  -7, -3, 0
- C=CCOc1c(Br)cc(CNCCCN2CCOCC2)cc1OC
  -2, 5, 0
- COC(CNC(=O)c1ccc2c(=O)n(Cc3ccc4c(c3)OCO4)c(=S)[nH]c2c1)OC
  2, 17, 2
- O=[N+]([O-])c1cccc(S(=O)(=O)N/N=C\c2ccc3c(c2)OCO3)c1
  2, -13, 1
- CC1CN(C)CCC1OC(=O)c1ccccc1 (centres undefined)
  -5, -1, 0
- COc1cc(C(C)=O)ccc1OCC(O)Cn1nc(C)c(Br)c1C (centres undefined)
  29, -1, 7
- Cn1cc(CCCC(=O)NCc2ccc(F)cc2)c2ccccc21
  1, -6, 0
- O=S(=O)(N/N=C\c1ccccc1O)c1ccc(Cl)cc1
  11, -10, 0
